Assay outcomes (PubChem)
UPR CHOP act: activators of apoptotic arm of unfolded protein response (CHOP) | 330,000 tested, 0.34% active | activation, % at 10 µM | CHO-CHOP luciferase reporter, UPR activation, luminescence; percent of tunicamycin response over DMSO baseline | AID 449763;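 active means at 10 µM dose, activation of 40% or more, normalized to positive control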;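 further: 100% = tunicamycin at 10 µg/mL and 0% = DMSO alone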
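Assay system: CHO cells with stable CHOP pathway luciferase reporter; Buffer or medium: F12 plus 10% serum; Times: 16-18 h cell attachment, then 6 h compound exposure, 37 °C; Signal: luciferase luminescence; Read-out basis: percent activation relative to tunicamycin control; Control set: tunicamycin high control, DMSO low control.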
Jurkat NFkB inh: lowers PMA/ionomycin-induced NF-kB signal in Jurkat cells; PMA/ionomycin-induced NF-kB luciferase reporter, luminescence; inhibition, % at 4 µM; 330,000 tested, 0.53% active; AID 435003; in the data active means inhibition above about 50%
UPR XBP1 act: adaptive UPR (XBP1) activation; activation, % at 20 µM; 330,000 tested, 0.33% active; CHO-XBP1 luciferase reporter, IRE1-XBP1 UPR activation, luminescence; percent of tunicamycin response, DMSO as zero; AID 463104;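 active means versus positive control, 20 µM dose yields 30% or more activation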;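 further: 100% = tunicamycin at 10 µg/mL and 0% = DMSO only wells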
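Material: CHO-XBP1 cells stably carrying IRE1-XBP1-driven luciferase reporter / Amount: 1000 cells per well / Compound: 20 µM, 1% DMSO / Times: 6 h treatment, 37 °C / Detection: luciferase luminescence / Measure: % activation of reporter signal versus tunicamycin and DMSO controls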
EBI2 antag: antagonists of human EBI2 receptor | P32249 | EBI2 beta-arrestin recruitment, luminescence, 7a,25-OHC stimulated | inhibition, % at 5 µM | 360,000 tested, 0.81% active | AID 651636; in the data active means inhibition above about 38%;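 further: enzyme fragment complementation signal reports receptor beta-arrestin coupling in cells; 0% = agonist plus DMSO wells and 100% = wells without agonist; some results beyond the cut were filed as inactive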
Target sequence (P32249 whole entry, looked up, the tested form may be a part): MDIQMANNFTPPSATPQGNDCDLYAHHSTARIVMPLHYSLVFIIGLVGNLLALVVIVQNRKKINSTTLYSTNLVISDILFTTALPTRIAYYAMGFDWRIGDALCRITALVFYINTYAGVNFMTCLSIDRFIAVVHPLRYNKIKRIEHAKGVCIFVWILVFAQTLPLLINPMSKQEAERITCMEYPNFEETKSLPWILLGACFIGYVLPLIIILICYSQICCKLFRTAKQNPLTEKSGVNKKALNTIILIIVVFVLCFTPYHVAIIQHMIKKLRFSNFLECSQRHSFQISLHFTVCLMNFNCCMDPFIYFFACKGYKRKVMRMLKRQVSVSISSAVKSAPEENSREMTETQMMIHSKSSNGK
CCR6 antagonist: CCR6 (human) receptor antagonism | 340,000 tested, 0.49% active | P51684 | inhibition, % at 20 µM | CHO-K1 CCR6 PathHunter beta-arrestin, luminescence, CCL20-stimulated | AID 493098;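 active means compounds whose inhibition of the agonist-driven luminescence signal at 20 µM reaches about 50%, limit read from the data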;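 further: cells stimulated with CCL20 at 14 nM final; plate controls were DMSO with CCL20 for no effect and DMSO without agonist for full effect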
697 NFkB inh: inhibitors of the PMA/ionomycin-induced NF-kB reporter in 697 B cells; 697 B-cell NF-kB luciferase reporter, 16 h; inhibition, % at 4 µM; 330,000 tested, 0.33% active; AID 435022; in the data active means inhibition above about 35%
CXCR6 block: CXCR6 (human) receptor inhibition; 360,000 tested, 0.36% active; inhibition, % at 20 µM; O00574; CHO-K1 PathHunter CXCR6 beta-arrestin, luminescence; in the data active means inhibition above about 34%, passing the limit was not always enough;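 further: antagonist mode with CXCL16 agonist at 10 nM final; 0% = 10 nM CXCL16 with DMSO and 100% = unstimulated wells without agonist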
Target sequence (O00574 whole entry, looked up): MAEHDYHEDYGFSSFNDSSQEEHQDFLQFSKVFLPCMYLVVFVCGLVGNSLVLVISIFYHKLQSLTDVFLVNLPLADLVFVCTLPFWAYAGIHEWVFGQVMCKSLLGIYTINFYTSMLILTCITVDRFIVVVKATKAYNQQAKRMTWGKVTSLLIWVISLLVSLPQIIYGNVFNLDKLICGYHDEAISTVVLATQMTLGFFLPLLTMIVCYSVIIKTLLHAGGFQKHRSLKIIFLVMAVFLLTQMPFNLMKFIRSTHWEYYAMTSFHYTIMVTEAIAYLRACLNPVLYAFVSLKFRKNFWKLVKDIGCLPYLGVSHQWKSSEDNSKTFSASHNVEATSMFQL
Mdm2-MdmX inh: human Mdm2/MdmX binding inhibition; 330,000 tested, 3% active; inhibition, % at 8 µM; SaOS-2 split-luciferase Mdm2/MdmX complementation, luminescence; O15151+Q00987;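 active means inhibition of at least 50% at 8 µM in the primary screen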
Gli-Sufu block: antagonists of Gli-Sufu signaling; 340,000 tested, 0.74% active; Sufu-KO-LIGHT fibroblasts, Gli luciferase reporter luminescence; AID 588413; inhibition, % at 5 µM;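 active means inhibition above about 55%, limit read from the data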;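 further: 0% = DMSO-treated cells and 100% = wells with medium but no cells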
Starred values were filed as active, the others as inactive; nt = not tested or not shown.

Compound	UPR CHOP act	Jurkat NFkB inh	UPR XBP1 act	EBI2 antag	CCR6 antagonist	697 NFkB inh	CXCR6 block	Mdm2-MdmX inh	Gli-Sufu block
COc1ccccc1Oc1ccc2c(c1)C(=O)N(c1cccc3ncccc13)C2=O	nt	nt	nt	10.9	12.4	nt	-0.6	nt	3.6
O=C(N/N=C/c1ccc(-c2ccccc2[N+](=O)[O-])o1)c1cccnc1	3.9	4.3	4.3	-10.5	8.6	10.1	-23.9	-4.0	8.0
Cc1ccc(-n2ccnc2SCC(=O)c2c(N)n(C3CC3)c(=O)[nH]c2=O)cc1C	0.1	-7.4	-1.2	-8.7	0.6	5.8	1.3	-7.3	6.8
Cc1occc1C(=O)Nc1ccccc1C#N	0.5	-1.2	-2.1	-6.3	-6.4	7.3	-9.3	21.5	-6.9
CC(CCc1ccccc1)NC(=O)COC(=O)c1ccccc1O (stereo not drawn)	-1.0	1.7	-2.3	-1.6	3.9	18.8	8.4	-0.8	18.1
O=C(Nc1ccccc1)OCc1cn(-c2ccc(Cl)cc2)nn1	-2.1	14.8	-1.3	4.5	-14.1	10.2	-3.2	20.9	10.7
CCS(=O)(=O)C1=NSC2=NC(=O)/C(=C\c3ccc(OC(=O)c4ccco4)cc3)C(=N)N21	0.0	9.1	-2.9	-0.1	11.2	16.2	12.1	10.6	-7.8
CCOC(=O)CNC(=S)N(Cc1ccccc1)Cc1cccs1	-1.0	11.7	-3.8	8.6	4.8	5.4	3.1	26.7	-18.6
Cc1cccc(NC(=O)CSc2nc3[nH]c(=O)cc(O)c3s2)c1	-1.6	1.5	-1.5	5.7	-8.5	5.8	-5.1	-16.2	0.7
CC1(c2nnc(Cc3ccccc3)o2)CC(c2ccc(C#N)cc2)=NO1 (stereo not drawn)	-1.3	1.4	-0.5	-17.6	5.9	-1.9	-10.9	13.5	-13.1
COc1ccc(N2CCN(C(CNS(=O)(=O)c3ccccc3)c3ccccc3)CC2)cc1 (stereo not drawn)	-0.9	2.5	-6.2	-6.6	12.4	-9.0	3.2	12.6	20.3
Cn1c(=O)c(C(=O)NCc2ccccc2)c(O)c2ccccc21	2.5	-14.3	0.6	-12.9	-1.1	-20.6	-11.3	-18.3	-38.1
O=C(NC(=S)Nc1ncc(Br)cc1Br)c1ccccc1	4.8	-37.2	1.8	-9.5	16.3	-50.1	10.4	-76.0	-30.4
COc1ccccc1NC(=O)C1=C(C)Nc2ncnn2C1c1ccc(C)o1 (stereo not drawn)	-0.6	14.3	0.3	-8.9	3.8	14.2	-3.1	0.2	-5.3
CCC(C(=O)OC)n1cnc2c(nnn2-c2cccc(OC)c2)c1=O (stereo not drawn)	0.7	-1.7	0.1	5.8	5.3	2.6	5.8	-10.9	11.9
O=C(NC(O)C(=O)c1ccccc1)c1ccccn1 (stereo not drawn)	3.5	7.0	2.2	7.1	45.7	4.8	11.6	17.2	-4.8
CN(C)c1ccc(C2C3CCCc4ccccc4C3=NN2C)cc1 (stereo not drawn)	7.1	-64.4	0.6	2.5	17.1	-175.8	-2.3	-48.2	-22.9
CCN(CC)c1ccc(/C=N/Nc2nc(C)cc(C)n2)c(O)c1	1.8	33.8	-1.1	42.4*	17.9	-6.1	18.8	72.9*	17.8
NC(=O)c1cc[n+](CC(=O)NC(=O)Nc2ccccc2)cc1	0.1	-5.7	0.1	-7.0	-3.7	4.6	2.3	3.0	-5.3
CCc1ccccc1NC(=O)c1cnc2n(c1=O)CCS2	2.5	-12.0	1.6	-1.5	-4.2	-9.5	-7.8	-9.2	-10.0
COc1ccccc1NS(=O)(=O)c1cccc(C(=O)NN)c1	-2.1	2.7	-2.8	8.7	-11.2	13.2	-4.9	12.3	-5.2
Cc1ccc(C(c2c(C)n(C)n(-c3ccccc3)c2=O)c2c(C)n(C)n(-c3ccccc3)c2=O)s1	0.5	11.7	-4.2	0.5	13.1	14.1	2.7	25.9	6.7
CCC(C(=O)O)N1C(=O)/C(=C/c2cccn2C)SC1=S (stereo not drawn)	nt	nt	nt	-3.3	25.6	nt	8.0	nt	-0.7
O=C(CN1CCN(c2ccc(O)cc2)CC1)Nc1cc(S(=O)(=O)N2CCCCC2)ccc1Cl	1.3	-10.1	0.6	5.0	3.8	-41.1	-11.3	25.2	11.3
Cc1cccc(NC(=S)N2CCn3cccc3C2c2cccnc2)c1 (stereo not drawn)	0.1	3.3	-3.8	-0.1	5.5	12.9	-3.0	17.6	0.9

Structures listed so far containing two or more sulfur atoms (4):
Compound	UPR CHOP act	Jurkat NFkB inh	UPR XBP1 act	EBI2 antag	CCR6 antagonist	697 NFkB inh	CXCR6 block	Mdm2-MdmX inh	Gli-Sufu block
CCS(=O)(=O)C1=NSC2=NC(=O)/C(=C\c3ccc(OC(=O)c4ccco4)cc3)C(=N)N21	0.0	9.1	-2.9	-0.1	11.2	16.2	12.1	10.6	-7.8
CCOC(=O)CNC(=S)N(Cc1ccccc1)Cc1cccs1	-1.0	11.7	-3.8	8.6	4.8	5.4	3.1	26.7	-18.6
Cc1cccc(NC(=O)CSc2nc3[nH]c(=O)cc(O)c3s2)c1	-1.6	1.5	-1.5	5.7	-8.5	5.8	-5.1	-16.2	0.7
CCC(C(=O)O)N1C(=O)/C(=C/c2cccn2C)SC1=S (stereo not drawn)	nt	nt	nt	-3.3	25.6	nt	8.0	nt	-0.7

(continued)
Compound	UPR CHOP act	Jurkat NFkB inh	UPR XBP1 act	EBI2 antag	CCR6 antagonist	697 NFkB inh	CXCR6 block	Mdm2-MdmX inh	Gli-Sufu block
Cc1cccc2c1Sc1ccc(Cl)cc1CC2N1CCNCC1 (stereo not drawn)	8.5	14.6	31.2*	nt	42.7	-27.5	nt	100.2*	2.3
CCOC(=O)c1nnc(-c2ccccc2)nc1Oc1ccccc1Cl	6.1	-21.7	18.3	20.0	12.6	-19.7	13.4	22.3	3.1
CC(=O)N(Cc1ccc(Br)cc1)c1cccc(C)c1C	-0.4	-10.5	-0.4	2.8	25.2	13.1	9.8	24.9	1.2
CCn1c(NC(=O)c2nn(C)cc2Br)nc2ccccc21	3.0	2.6	-0.7	-0.7	12.3	-13.5	6.7	20.6	0.9
COc1ccc2[nH]c3c(c2c1)CCN1C(=O)C(CC(=O)NCc2cccc(C(F)(F)F)c2)C[C@H](C(=O)N(C(C)C)C(C)C)[C@@]31C (stereo partly drawn)	3.1	nt	11.9	12.8	-2.4	35.1*	15.9	39.3	0.8
CCN(CC)S(=O)(=O)c1ccc(/C=C/C(=O)Nc2ccc(F)cc2F)cc1	-1.8	-4.9	8.2	17.7	-4.4	-39.4	-2.4	-11.3	-12.3
Cc1ccc(C(=O)c2cccc(N)c2)cc1C	-6.7	-4.7	-5.7	-9.9	1.9	36.6*	-3.7	7.2	13.7
Cc1[nH]c2ccccc2c1C(=O)CN1CCN(C/C=C/c2ccccc2)CC1	-2.2	4.6	-2.6	17.3	26.4	8.4	23.5	35.7	3.3
CC(C)=N/N=C1\NC(=O)C(C)S1 (stereo not drawn)	-0.2	1.7	1.4	5.5	1.0	4.2	-4.9	-6.5	1.9
COCCN(C(=O)CSc1n[nH]c(-c2ccccc2)n1)c1c(N)n(CC(C)C)c(=O)[nH]c1=O	-1.3	-9.7	-1.4	1.2	3.3	-14.8	-6.6	2.2	4.3
Cc1ccc2nc(NCc3ccco3)c(C=NCc3ccco3)c(=O)n2c1	1.9	11.4	4.4	-0.6	9.5	-4.0	3.5	-6.5	-2.2
CCOc1cc(CN2CCC(n3nccc3NC(=O)C3CC3)CC2)ccc1O	0.2	15.7	-4.3	-0.6	3.4	7.5	-4.8	12.8	9.8
CC(C)Cn1cc(C(=O)NCCCN2CCC(C)CC2)c2c3ccccc3n(C)c2c1=O	0.9	-7.6	4.5	9.8	16.1	-20.8	6.1	14.0	2.5
CCN(CC(=O)NCc1ccc(Cl)cc1)C(=O)CCC(=O)c1ccc(C)cc1	1.6	-10.1	2.2	0.0	-3.3	0.2	0.8	-13.4	23.4
COCCSc1nc(N)c(NC(=O)c2ccco2)c(=O)[nH]1	0.1	16.0	-2.3	11.8	11.9	0.2	4.1	12.9	-4.2
COc1ccccc1NC(=O)CCn1c(=O)sc2ccccc21	0.4	-16.9	-1.1	-0.3	8.6	21.6	-6.9	25.8	-0.6
CCOc1ccc2[nH]c(=O)c(C(c3nnnn3Cc3ccco3)N3CCCC(C)C3)cc2c1 (stereo not drawn)	3.5	-13.6	-0.2	6.6	7.4	19.7	-1.4	22.3	-9.8
CCC(=O)OC1(C)C(=O)C2=COC(c3ccc(OC)cc3)=CC2=C(Br)C1=O (stereo not drawn)	0.9	-13.9	3.5	-5.5	5.7	2.2	5.0	-7.5	-7.1
CCOC(=O)c1cnc(-n2cc(C)cn2)nc1Nc1ccccc1OC	0.5	1.7	-1.0	0.8	-5.7	-19.6	1.7	-9.7	10.5
CCn1c2ccccc2c2cc(NC(=O)c3ccco3)ccc21	1.9	-16.7	6.0	-2.9	19.1	4.0	-5.0	-10.3	1.8
Cc1ccc(-c2nc3sc4c(c3c(=O)n2N)CC(C)(C)OC4)cc1	1.5	-28.0	-0.6	-2.2	9.3	-38.4	-5.5	-14.2	-16.7
COc1ccccc1NC(=O)C1=C(C)NC2=C(C(=O)CC(c3ccc(OC)c(OC)c3)C2)C1c1coc2ccccc2c1=O (stereo not drawn)	7.9	9.3	-1.9	21.2	5.2	20.2	7.1	34.9	-4.3
Cc1ccc(NC(=O)/C=C/c2cccs2)c([N+](=O)[O-])c1	2.7	-80.1	0.6	10.3	-4.0	-78.2	8.5	-156.4	-151.7
CCc1cccc(CN2CCC(CNC(=O)Nc3ccc(Cl)cc3)CC2)c1	0.0	-1.4	0.2	-2.2	8.5	5.7	11.2	26.5	-2.5
COc1ccc2nc(N(CCN(C)C)C(=O)c3ccc4c(c3)OCCO4)sc2c1	1.8	-7.3	-4.5	1.1	6.4	-6.1	1.8	-6.0	5.6
